HepG2 tox: qHTS for Inhibitors of TGF-b: Cytotox Counterscreen | AID 588856, 2011 | HepG2 CAGA-GFP viability, ATP luminescence, 18 h | Potency, µM (doses to about 46.1 µM), for the others: top-dose activity change, negative = cytotoxicity, hits mostly cytotoxic | 0.76% of 410,000 active; also: some results filed as inactive show a strong effect at the top dose
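HepG2 CAGA-GFP cells (1000/well, DMEM with 1% FBS) received compound, then TGF-beta at 500 pg/mL final, and were incubated 18 hours at 37 degrees C. Viability was read by CellTiter-Glo luminescence. Media-only wells were set as complete cell-killing and DMSO as no toxicity.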
TGFb SMAD3 inh: qHTS for Inhibitors of TGF-b | HepG2 CAGA-GFP TGF-b/SMAD3 reporter, GFP fluorescence, 18 h; TGF-beta stimulated, 500 pg/mL final | Potency, µM (highest dose often 46.1 µM), for the others: at the top dose activity, negative = inhibition, most hits filed as inhibitors | 1.2% of 410,000 active | AID 588855, 2011; also: % is scaled to controls: 0 for no effect and ±100 for the full control effect; nearly all actives have a fitted effect of over 65% in size
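Cell-based qHTS in HEPG2 carrying a CAGA-GFP Smad reporter; compounds added before 500 pg/mL final TGF-beta, 18 h incubation at 37 degrees C, GFP fluorescence quantified per cell by imaging cytometry.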
Nrf2 activator: qHTS of Nrf2 Activators. AREc32 ARE-luciferase reporter (MCF7-derived line), luminescence, 24 h. 0.31% of 410,000 active. Potency, µM (highest dose often 46.1 µM), without a hit: at the top dose activation, usual class: activators; also: % of control where 0% means no effect; nearly all actives have a fitted effect of over 65% in size
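Luminescent ARE reporter assay in AREc32_Fluc cells: overnight plating at 37 deg C, 24 hr compound incubation, Steady-Glo added, 30 min RT before reading.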
Nrf2 block: Nrf2 qHTS screen for inhibitors | AID 504444, 2011 | Potency, µM (doses to about 46 µM), inactives show at the highest dose activity change, negative = inhibition, usual class: inhibitors | 2.1% of 360,000 active | A549 ARE-Fluc reporter, luciferase luminescence, 18-24 h; also: % is scaled to controls: 0 for no effect and ±100 for the full control effect; nearly all actives have a fitted effect of over 60% in size
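Reporter: ARE-Fluc in A549. Exposure: 18-24 h, 37 °C, 5% CO2, 5% FBS OPTI-MEM. Readouts: fluorescent cytotoxicity (CellTiter-Fluor), then luminescent Nrf2 signal after BugLite.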
ATXN viability: Viability Counterscreen for Primary qHTS for Inhibitors of ATXN expression; S2 cells (HEK-293 line with an ATXN2-luciferase reporter) viability, CellTiter-Fluor protease fluorescence, 24 h; AID 651635, 2014; 0.49% of 400,000 active; Potency, µM (top dose mostly 56.7 µM), usual class: cytotoxic; also: nearly all actives have a fitted effect of over 40% in size
A549 viability: Nrf2 qHTS screen for inhibitors: counterscreen for cytotoxicity | 0.16% of 390,000 active | AID 504648, 2011 | A549 ARE-Fluc cells, CellTiter-Fluor viability, 18-24 h | Potency, µM (top dose mostly 46 µM), for inactives: at the highest dose activity change, negative = cytotoxicity, usual class: inhibitors; also: % is scaled to controls: 0 for no effect and ±100 for the full control effect
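Cytotoxicity counterscreen: CellTiter-Fluor fluorescence was measured in A549 ARE_Fluc cells after 18-24 h of compound exposure in a concentration series. The subsequent BugLite luminescent read reports ARE-luciferase activity.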
ATXN2 expr inh: Primary qHTS for Inhibitors of ATXN expression | HEK-293 ATXN2-luciferase reporter, luminescence, 24 h | Potency, µM (highest dose often 57 µM), without a hit: top-dose activity change, negative = inhibition, hits mostly inhibitors | 0.72% of 360,000 active | AID 1745845, 2022; also: % is scaled to controls: 0 for no effect and ±100 for the full control effect; nearly all actives have a fitted effect of over 55% in size
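ATXN2-luciferase reporter cells (luciferase flanked by upstream and downstream ATXN2 gene portions) were treated 24 h at 37 °C with compounds at up to 57 uM. SteadyGlo luminescence gave expression; GF-AFC fluorescence gave viability.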
EPAC2 antagonist: qHTS for Antagonist of cAMP-regulated guanine nucleotide exchange factor 2 (EPAC2): primary screen | EPAC2 GEF exchange of Rap1B-BODIPY-GDP, fluorescence | Rap guanine nucleotide exchange factor 4 (Homo sapiens), Q8WZA2 | 0.18% of 360,000 active | Potency, µM (titrated, usually from 114 µM), without a hit: at the top dose activity, negative = inhibition, hits mostly inhibitors | AID 720708, 2013; also: % is scaled to controls: 0 for no effect and ±100 for the full control effect; nearly all actives have a fitted effect of over 45% in size; many of its hits are not listed in these tables
Target sequence (Q8WZA2 whole entry, looked up): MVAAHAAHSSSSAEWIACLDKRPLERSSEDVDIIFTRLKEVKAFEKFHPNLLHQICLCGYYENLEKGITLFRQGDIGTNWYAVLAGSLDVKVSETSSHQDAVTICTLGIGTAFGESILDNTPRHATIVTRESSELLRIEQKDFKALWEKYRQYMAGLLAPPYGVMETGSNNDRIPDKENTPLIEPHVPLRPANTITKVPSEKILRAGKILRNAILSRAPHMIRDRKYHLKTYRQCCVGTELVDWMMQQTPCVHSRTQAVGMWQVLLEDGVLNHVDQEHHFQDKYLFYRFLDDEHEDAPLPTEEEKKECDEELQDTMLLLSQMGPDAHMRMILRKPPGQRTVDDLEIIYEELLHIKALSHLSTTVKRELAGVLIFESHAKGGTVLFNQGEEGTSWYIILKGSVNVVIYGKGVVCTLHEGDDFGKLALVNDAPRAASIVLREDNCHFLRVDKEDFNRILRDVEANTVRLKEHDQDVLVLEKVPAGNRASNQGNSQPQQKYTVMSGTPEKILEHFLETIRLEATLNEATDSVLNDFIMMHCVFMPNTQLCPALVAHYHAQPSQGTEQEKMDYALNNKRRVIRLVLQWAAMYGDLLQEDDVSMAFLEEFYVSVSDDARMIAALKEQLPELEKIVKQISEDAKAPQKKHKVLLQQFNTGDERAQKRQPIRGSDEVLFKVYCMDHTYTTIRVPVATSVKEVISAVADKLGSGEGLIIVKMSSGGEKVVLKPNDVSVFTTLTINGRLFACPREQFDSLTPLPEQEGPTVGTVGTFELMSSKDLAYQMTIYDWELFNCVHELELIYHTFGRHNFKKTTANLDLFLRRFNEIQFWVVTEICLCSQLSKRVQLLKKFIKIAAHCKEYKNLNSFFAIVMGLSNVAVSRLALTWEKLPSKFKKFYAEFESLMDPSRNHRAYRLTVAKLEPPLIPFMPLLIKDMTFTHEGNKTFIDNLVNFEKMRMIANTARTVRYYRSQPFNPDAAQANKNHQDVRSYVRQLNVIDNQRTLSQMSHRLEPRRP
MCF10A rereplic: A quantitative high throughput screen for small molecules that induce DNA re-replication in MCF 10a normal breast cells; MCF 10A DNA re-replication, Hoechst nuclear intensity, 48 h; Potency, µM (series often up to 46.1 µM), for inactives: top-dose activity, positive = re-replication, most hits filed as activators; 2.9% of 350,000 active; AID 624296, 2012; also: % of control where 0% means no effect; nearly all actives have a fitted effect of over 50% in size
* marks the source's active call; other numbers are inactive results; i = inactive; ? = inconclusive; . = no result given; & = joins results of further samples; [ ] = dose if it differs, or a comment. Calls follow the shape of the dose curve; as a rule, active = well fitted curve in the direction sought with a large enough effect; inconclusive = small, poorly fitted or top-dose-only effect, or another doubt; inactive = no such curve, though single readings can be large; an effect the other way counts as inactive or inconclusive. Potency is read from the fitted curve at half-maximal effect.

Fields: MCF10A rereplic	A549 viability	EPAC2 antagonist	HepG2 tox	Nrf2 block	Nrf2 activator	ATXN viability	ATXN2 expr inh	TGFb SMAD3 inh
COc1c(C(=O)Nc2ccc(Br)cn2)ccc2ccccc12
 : 6%	0%	0%	-2%	?	3.9%	i	35%	-5%
CC1CCN(C(c2ccc(F)cc2)c2sc3nc(-c4ccco4)nn3c2O)CC1 (configuration not stated)
 : .	-9%	.	-16%	.	4.2%	i	7%	-12%
Cc1ccc(C)c(N(CC(=O)NN=C2CCN(C)CC2)S(=O)(=O)c2ccccc2)c1
 : -4%	14%	-1%	-15%	-12%	-0.6%	i	-6%	9%
CN(CC(=O)Nc1ccc(Cl)cc1)C(=O)CNC(=O)c1cccs1
 : 1%	4%	-8%	-15%	-18%	1.7%	i	.	8%
O=C(Cc1ccc(Cl)cc1)Nc1ccc(C(=O)N2CCCCC2)cc1
 : 1%	-8%	-8%	6%	?	0.1%	i	3%	1%
O=Cc1ccc(-c2ccc(F)cc2)o1
 : 15%	4%	-8%	-1%	?	0.6%	i	-7%	9%
COc1ccccc1OP(=O)(O)Oc1ccccc1OC
 : 20%	-7%	10%	-3%	5%	-0.5%	i	10%	1%
COC(=O)/N=C(/Cc1ccc(OC)cc1)c1ccc(OC)cc1
 : ?	3%	56µM*	7%	?	2.7%	i	44%[activator]	9%
CCc1cccc(C)c1NC(=O)CSc1nc2ccncc2[nH]1
 : -1%	1%&-1%	-4%	-15%&-21%	-2%&-10%	-0.5%&0.0%	i	-13%&7%	?
Cc1cc(-c2nc(C)c(-c3nnc(SCC(=O)Nc4ccc(Cl)cc4)n3C)s2)no1
 : -2%	-4%	2%	7%	5%	-0.2%	i	2%	3%
NC(=O)CSc1nnc(-c2ccncc2)o1
 : -1%	3%	-4%	-7%	12%	-0.4%	i	4%	-7%
COC(=O)c1cc(=O)c2c([N+](=O)[O-])ccc(OC)c2o1
 : -1%	4%	6%	25%	-2%	0.4%	i	-10%	21%
COc1ccc(Cc2c(O)nc[nH]c2=O)cc1
 : -4%	5%	-10%	-15%	.	0.3%	i	-4%	0%
COCCN(Cc1ccccc1)C(=O)c1c(C)nn(-c2ccccc2)c1C
 : 7%	0%	2%	1%	-3%	0.0%	i	14%	7%
CCN(c1ccc(OC)cc1)S(=O)(=O)c1ccc2c(c1)NC(=O)CS2
 : ?	3%	-12%	4%	-20%	1.9%	i	2%	0%
C[C@H]1C(=O)N(C)CCN1C(=O)c1ccccc1OC1CCN(S(C)(=O)=O)CC1
 : -1%	-2%	0%	-3%	12%	0.2%	i	11%[11.3 µM]	3%
CCCCCCCC(=O)OCC(=O)[C@@]1(O)CC[C@H]2[C@@H]3CCC4=CC(=O)CC[C@]4(C)[C@H]3[C@@H](O)C[C@@]21C
 : 3%&-3%	-1%	6%	2%	0.46µM*	-1.0%	i	-6%	7%
Cc1cc(C(=O)OCC(=O)N2C(C)CCCC2C)c(C)o1 (configuration not stated)
 : 6%	14%	0%	10%	.	0.2%	i	-3%	8%
CCOc1ccccc1CNC(=O)CCCc1cn(C)c2ccccc12
 : 6%	1%	-16%	-37%	-3%	-1.2%	?	-7%	-19%
COc1ccccc1CNC(=O)/C(C#N)=C/c1ccc(OC)c(OC)c1OC
 : 18µM*	0%	0%	-41%	-4%	7.1%	i	-12%	-1%
CC(C)c1ccc(CC(=O)N2CCC2(C)C(=O)Nc2ccc3c(c2)OCO3)cc1 (configuration not stated)
 : .	.	-20%	-22%	.	3.4%	i	4%	-18%
Cc1ccccc1N1C(=O)C2C3C=CC(C2C1=O)N(C)C3=O (configuration not stated)
 : -1%	-6%	11%	-2%	?	2.4%	i	6%	6%
Cc1ccc(Cn2cnc3sc4c(c3c2=O)CCC4)c(C)c1
 : ?	-13%	-1%	-18%	-18%	0.0%	i	24%	?
CCN1C(=O)c2ccccc2S(=O)(=O)c2ccc(C(=O)NCc3ccccc3OC)cc21
 : .	0%	.	-12%	-9%	0.1%	i	5%	-17%
CC1C(=O)N(Cc2ccc([N+](=O)[O-])cc2)c2ccccc2N1C(=O)c1c(F)cccc1F (configuration not stated)
 : 14%	5%	-12%	-10%	?	3.4%	i	?	-22%
Cc1cccc(C(=O)NC(=S)N(C)C2CCCCC2)c1
 : 7%	14%	2%	-12%	?	0.1%	i	4%	0%
CCc1nc2ccc(C(=O)NCCc3c[nH]c4ccccc34)cn2c1N(C=O)CCC(C)C
 : .	.	-18%	-23%	.	5.3%	?	-35%	7%
O=S(=O)(NC1CCCC1)c1ccc(F)cc1F
 : .	.	4%	2%	.	2.4%	i	.	2%
CCCCCCC(=O)N1CCCC(c2nc(-c3cccc(OC)c3)no2)C1 (configuration not stated)
 : -4%	-2%	-26%	-5%	6%	0.0%	?	-8%	-24%
O=C(Cn1c(=O)nc(-c2ccccc2)c2ccccc21)N1CCN(c2ccc(F)cc2)CC1
 : .	-3%	.	4%	.	1.0%	.	.	9%

Reprinted at random: two entries already listed, in no set order.
Fields: MCF10A rereplic	A549 viability	EPAC2 antagonist	HepG2 tox	Nrf2 block	Nrf2 activator	ATXN viability	ATXN2 expr inh	TGFb SMAD3 inh
CCc1cccc(C)c1NC(=O)CSc1nc2ccncc2[nH]1
 : -1%	1%&-1%	-4%	-15%&-21%	-2%&-10%	-0.5%&0.0%	i	-13%&7%	?
Cc1ccccc1N1C(=O)C2C3C=CC(C2C1=O)N(C)C3=O (configuration not stated)
 : -1%	-6%	11%	-2%	?	2.4%	i	6%	6%

More entries
Fields: MCF10A rereplic	A549 viability	EPAC2 antagonist	HepG2 tox	Nrf2 block	Nrf2 activator	ATXN viability	ATXN2 expr inh	TGFb SMAD3 inh
NS(=O)(=O)c1cccc(NC(=O)COC(=O)CCCc2c[nH]c3ccccc23)c1
 : -5%	6%	-5%	-27%	-11%	-0.2%	i	15%	-13%
Cc1ccc(NC(=O)C2CCCN(C(=O)c3ccc(Cl)cc3)C2)cc1C (configuration not stated)
 : 11%	-15%	-1%	-3%	?	-0.1%	?	33%[11.3 µM]	-19%
FC(F)(F)c1ccc(CN2C[C@@H]3C(c4ccccc4)C4(c5cccnc5)CC3(C4)[C@H]2c2ccccc2)cc1 (some centres not stated)
 : -2%	1%	-2%	-66%	-12%	4.1%	i	-14%	?
O=c1cc(-c2ccc(O)c(-c3c(O)cc(O)c4c(=O)cc(-c5ccc(O)cc5)oc34)c2)oc2cc(O)cc(O)c12
 : 43%	-2%	-4%	-8%	12%	-0.4%	i	1%	?
CCOC(=O)N1CCN(C(=O)c2ccc(N(Cc3ccccc3Cl)S(C)(=O)=O)cc2)CC1
 : 8%	-1%	8%	0%	?	2.8%	i	9%	44%[activator]
CCCS(=O)(=O)c1c(S(=O)(=O)CCC)c2cc(C(C)(C)C)ccn2c1C(=O)c1ccccc1
 : .	24%	.	-11%	-7%	-2.4%	i	-20%	-2%
O=C(O)Cc1sc(-c2ccc(C(=O)O)cc2)nc1-c1ccccc1
 : -2%	4%	-4%	-11%	?	3.3%	i	25%	-17%
CN(Cc1nc2ccccc2c(=O)[nH]1)C(=O)COc1ccccc1Cc1ccccc1
 : 21µM*	0%	-20%	-28%	?	0.3%	?	?	-5%
Cc1cccc(C(=O)NCCC(=O)NCc2ccccc2Cl)c1
 : -6%	-1%	1%	0%	4%	-0.7%	i	-5%	6%
CCOc1ccc(S(=O)(=O)N2CCOCC2)cc1NC(=O)CN1C(=O)NC2(CCCC2)C1=O
 : 29%	?	-17%	7%	-2%	1.6%	i	0%	2%
Cc1cc2c(cc1C)C(c1ccccc1F)CC(=O)N2 (configuration not stated)
 : 24%	0%	-5%	-7%	-17%	-0.4%[9.22 µM]	i	-11%	-21%
Cc1cnc(CNC(=O)c2ccc3sc([C@@H]4O[C@H](CO)[C@H](O)[C@H](O)[C@H]4O)nc3c2)cn1
 : .	.	7%	-4%	.	-0.1%	i	6%	-10%
O=C(c1cc(COc2ccc3ncccc3c2)on1)N1CCC[C@H]1CO
 : 6%	-20%	0%	-2%	9.2µM*	2.3%	?	11%	?
O=C(Cn1c(-c2cccs2)cc2ccccc21)N1CCN(c2ccccc2F)CC1
 : .	13%	.	-20%	0%	0.9%	i	4%	-23%
Cc1ccc(S(=O)(=O)NCCc2nnc3ccc(N4CCOCC4)nn23)cc1
 : .	.	7%	0%	.	-1.0%	?	.	25%
COc1ccc(Cn2c(=O)n(-c3ccc(OC)cc3)c(=O)c3c2c2cc(OC)ccc2n3C)cc1
 : .	4%	.	3%	.	4.4%	.	.	-11%
COc1nc(SCC(=O)Nc2ccccc2Cl)nc(N(C)C)n1
 : 0%	2%	?	5%	10%	0.2%	i	19%	6%
N[C@@H](Cc1ccccc1)c1nnc(SC/C=C/c2ccccc2)o1
 : 11%	1%	-4%	8%	8%	-0.4%	i	-24%	-9%
CN1C(=O)c2ccccc2N(C)C1c1cccs1 (configuration not stated)
 : -10%	0%	-6%	4%	.	-0.5%	i	-7%	24%
CCOC(=O)c1c(NC(=O)/C=C/c2ccc(OCC)cc2)sc2c1CCC2
 : .	0%	.	-5%	1%	-0.6%	i	3%	2%
Cc1ccnc(NS(=O)(=O)c2ccc(NC(=O)c3cccc(Cl)c3)cc2)n1
 : .	.	3%	-19%	.	-0.7%	i	.	11%
Cc1ccc(CSc2nnc3[nH]c(=O)cc(-c4ccccc4)n23)cc1
 : .	-2%	.	25%	.	-1.3%	.	.	-2%
CCc1ccc(NC(=O)c2ccc(-n3cncn3)c([N+](=O)[O-])c2)cc1
 : 3%	-14%	9%	-1%	?	-0.5%	i	5%	2%
COc1ccc(-c2cc(-c3cc(OC)ccc3O)[nH]n2)cc1
 : ?	0%	-17%	-14%	?	?	i	98%[activator]	?

A portion of the library (hit frequency here may not be typical).
